FBPA coupling cs – qHTS Assay for Inhibitors of Fructose-1,6-bisphosphate Aldolase from Giardia Lamblia: Coupling assay counterscreen. AID 2472, 2010. 290,000 tested, 0.67% active. coupling enzyme system counterscreen, AmpLite Red fluorescence. activity change, negative = inhibition, % at 58.2 µM, hits read low; in the data active means activity change below about -30%
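Coupling enzymes only (glyceraldehyde-3-phosphate) + compound, at 57.5 uM final, 10 min RT; add substrate/coupling/AmpLite Red mix, 20 min RT; fluorescence ex 525/em 598 nm. Actives flag coupling-system interference.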
BCR signal inh – qHTS Assay to Find Inhibitors of Chronic Active B-Cell Receptor Signaling. ABC-DLBCL IkBa-CBG/CBR reporter, luminescence ratio, 4 h. Potency, µM (series often up to 46.1 µM), without a hit: at the top dose ratio change, negative = lower green/red ratio, most hits filed as inhibitors. 340,000 tested, 0.05% active. AID 493014, 2011; active means well fitted inhibition curve with a large enough effect in the signal ratio, with a control signal flat, not every such curve was filed as active; inconclusive means small, poorly fitted or top-dose-only effect, or effect the other way, or a change in a side signal; the % refers to the signal ratio;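 further: potency means the concentration at half of the fitted maximal effect; plate controls were basal doxycycline-induced cells for no effect and cells given 10 µM MG132 for full effect; MG132 reads +100%, hits lower the ratio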
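Doxycycline induced both beetle luciferases in TMD8 lymphoma cells; IKK-driven degradation limits the IkappaBalpha-fused green signal, while red luminescence normalises for cell number and nonspecific effects. Compounds tested up to 46 uM, 4 hrs.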
GALK inhibitor – qHTS Assay for Inhibitors of Human Galactokinase (GALK) | P51570 | Purified GALK, Kinase-Glo residual ATP luminescence | Potency, µM (series often up to 57.5 µM), for the others: at the highest dose activity change, negative = inhibition, actives largely listed as inhibitors | 270,000 tested, 0.007% active | AID 1868, 2009; further: potency means the concentration at half of the fitted maximal effect
Target sequence (P51570 whole entry, looked up): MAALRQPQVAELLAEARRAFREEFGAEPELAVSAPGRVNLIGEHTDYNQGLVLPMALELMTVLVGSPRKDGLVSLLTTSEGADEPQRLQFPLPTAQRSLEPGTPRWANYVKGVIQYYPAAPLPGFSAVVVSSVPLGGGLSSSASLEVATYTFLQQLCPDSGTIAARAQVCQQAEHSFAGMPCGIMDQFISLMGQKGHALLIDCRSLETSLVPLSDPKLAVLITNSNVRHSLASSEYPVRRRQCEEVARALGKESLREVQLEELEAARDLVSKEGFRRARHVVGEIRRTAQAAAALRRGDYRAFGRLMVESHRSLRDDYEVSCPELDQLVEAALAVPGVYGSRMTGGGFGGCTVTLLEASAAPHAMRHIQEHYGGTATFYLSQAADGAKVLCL
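5 nM enzyme, 35 uM ATP, 100 uM galactose, 20 mM HEPES pH8.0, 5 mM MgCl2; 1 h RT; residual ATP by Kinase-Glo Plus luminescence, qHTS format.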
KCNH2 3.1 inh – qHTS for Inhibitors of KCHN2 3.1: Mutant qHTS | U2OS KCNH2 3.1, thallium flux FluxOr; hits give low values | activity change, % (tested at about 1.8 µM) | 340,000 tested, 0.95% active | AID 720553, 2013;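 active means maximum activity change below -70%; inconclusive means maximum activity change from -70% to -50%; inactive means maximum activity change above -50%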;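 further: thallium influx rate constant from kinetic fluorescence after stimulation buffer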
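Measured as rate of thallium-driven FluxOr signal in transduced U2OS cells carrying the 3.1 channel, read kinetically for 2 min upon stimulation; values are rate constants scaled to DMSO control wells.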
uPA generation – qHTS for Inhibitors of Cell Surface uPA Generation; cell surface uPA generation assay, qHTS; AID 540303, 2011; Potency, µM (titrated, usually from 38.3 µM), for the others: top-dose activity change, negative = inhibition, actives largely listed as inhibitors; 330,000 tested, 0.31% active; active means well fitted inhibition curve with a large enough effect; inconclusive means small, poorly fitted or top-dose-only effect; inactive means no such curve, though single readings can be large or run the other way; tested in mouse RAW 264.7 cells; further: potency means the concentration at half of the fitted maximal effect; nearly all actives have a fitted effect of over 55% in size
B2AR arrestin – qHTS assay of beta-arrestin-biased ligands of beta2-adrenergic receptor | beta-arrestin recruitment to beta2AR, cell-based reporter | Beta-2 adrenergic receptor (Homo sapiens), P07550 | Potency, µM (titrated, usually from 46.1 µM), without a hit: top-dose activation, most hits filed as activators | 330,000 tested, 0.02% active | AID 492947, 2010;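 further: potency means the concentration at half of the fitted maximal effect; 0% = DMSO controls and full agonism = EC100 isoproterenol or metaproterenol; nearly all actives have a fitted effect of over 65% in size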
Giardia kill – Small Molecules that selectively kill Giardia lamblia: qHTS; Giardia lamblia trophozoite viability; activity change, % at 7.66 µM, hits read low; 340,000 tested, 0.15% active; in the data active means activity change below about -80%; inconclusive means between about -30% and that limit;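 further: parasites exposed to compound for two days anaerobically before the ATP read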
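Trophozoites 100 cells/well + cpd; 48 hrs, 37 deg C, anaerobic. ATPLite 1-Step added, 15-30 min RT, luminescence read (ATP-based viability).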
Eya2 inh – qHTS Assay for Inhibitors of the Phosphatase Activity of Eya2; AID 488837, 2010; Potency, µM (series often up to 76.9 µM), for the others: at the top dose activity, negative = inhibition, most hits filed as inhibitors; recombinant Eya2, OMFP fluorescence dephosphorylation (OMFP is methylfluorescein phosphate); Protein phosphatase EYA2 (Homo sapiens), O00167; 330,000 tested, 0.006% active; further: potency means the concentration at half of the fitted maximal effect
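Eya2 protein (added as 0.2 uM solution) was preincubated with compound for 10 min at ambient temperature in 50 mM HEPES pH 7.5, 50 mM NaCl, 5 uM MgCl2, 0.05% BSA, 1 mM DTT. OMFP (added at 50 uM) then reacted 10 min; fluorescence read at 485/525 nm.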
KCNH2 WT inh – qHTS for Inhibitors of KCHN2 3.1: Wildtype qHTS; 340,000 tested, 0.37% active; U2OS, BacMam KCNH2, thallium flux FluxOr; hits give low values; activity change, % at 1.84 µM; Voltage-gated inwardly rectifying potassium channel KCNH2 (Homo sapiens), Q12809; AID 720551, 2013;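 active means maximum activity change below -70%; inconclusive means maximum activity change between -70% and -50%; inactive means maximum activity change above -50%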
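U2OS cells were transduced with wild-type KCNH2 virus (2.03 x 10^8 / mL) for 4 h at room temperature, then cultured overnight at 37 C. Thallium flux was read with FluxOr dye. Rate constants were normalized to DMSO controls.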
PKM2 act – qHTS Assay for Activators of Human Muscle isoform 2 Pyruvate Kinase | Pyruvate kinase PKM (Homo sapiens), P14618 | purified PKM2, Kinase-Glo ATP luminescence, activation; response scale: 0% is enzyme alone, no compound | Potency, µM (doses to about 57.5 µM), without a hit: at the top dose activation, usual class: activators | 260,000 tested, 0.34% active; further: potency means the concentration at half of the fitted maximal effect; nearly all actives have a fitted effect of over 55% in size
Target sequence (P14618 whole entry, looked up, canonical isoform): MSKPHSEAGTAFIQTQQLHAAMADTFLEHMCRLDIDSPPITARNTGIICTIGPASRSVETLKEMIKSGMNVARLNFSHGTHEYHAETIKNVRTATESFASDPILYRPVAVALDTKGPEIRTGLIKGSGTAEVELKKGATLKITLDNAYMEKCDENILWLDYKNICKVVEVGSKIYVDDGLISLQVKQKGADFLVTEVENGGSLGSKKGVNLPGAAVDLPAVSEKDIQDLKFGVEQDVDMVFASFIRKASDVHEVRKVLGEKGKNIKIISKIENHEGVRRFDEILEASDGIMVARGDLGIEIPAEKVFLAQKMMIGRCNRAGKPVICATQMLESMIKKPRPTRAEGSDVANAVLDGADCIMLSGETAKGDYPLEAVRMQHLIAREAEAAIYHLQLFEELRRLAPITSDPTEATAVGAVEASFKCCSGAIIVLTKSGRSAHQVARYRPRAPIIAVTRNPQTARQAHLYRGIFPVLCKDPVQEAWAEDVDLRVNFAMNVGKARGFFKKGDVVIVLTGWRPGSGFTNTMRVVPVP
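ATP formation by purified human PK-M2, quantified via coupled luciferase luminescence after 1 h at room temperature with 0.1 mM ADP and 0.5 mM PEP final.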
USP2a inh – qHTS Assay for Inhibitors of Ubiquitin-specific Protease USP2a Using CHOP2 as the Reporter. USP2 core, Ub-CHOP2 coupled fluorogenic reporter, 485/531. Potency, µM (top dose mostly 38.3 µM), without a hit: at the highest dose activity change, negative = inhibition, hits mostly inhibitors. 330,000 tested, 0.01% active. AID 463254, 2010;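 further: potency means the concentration at half of the fitted maximal effect; plate controls were DMSO wells for no effect and full inhibition by NEM control for full effect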
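Deubiquitinase activity read as fluorescence (485/531 nm) after Ub-CHOP2 cleavage activates the enterokinase reporter on its substrate; USP2 core 10nM, Ub-CHOP2 and substrate 25nM each, 30min compound preincubation then 60min RT; data normalized to NEM, curves fitted.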
* marks the source's active call; other numbers are inactive results; ? = inconclusive; . = no result given; [ ] = remark or other dose. Unless noted, the call rests on the fitted dose curve; in most records, active means well fitted curve in the direction sought with a large enough effect; inconclusive means small, poorly fitted or top-dose-only effect, or another doubt; inactive means no such curve, though single readings can be large; an effect the other way counts as inactive or inconclusive. Unless noted, on the % scale 0 is the no-effect control and ±100 the full control effect. Not a hit list (roughly 2.4% active in at least one column).

SMILES | FBPA coupling cs | BCR signal inh | GALK inhibitor | KCNH2 3.1 inh | uPA generation | B2AR arrestin | Giardia kill | Eya2 inh | KCNH2 WT inh | PKM2 act | USP2a inh
COc1cccc(NC(=O)[C@@H]2CCCN2C(=O)[C@@H]2Cc3ccccc3CN2C(=O)OC(C)(C)C)c1 | . | -3% | -4% | 10 | -5% | 0.2% | -20 | 6% | 7 | . | 3%
C=CCc1c(O)c(CC)cc2c(C)cc(=O)oc12 | -3 | ? | 0% | 14 | 3% | -0.6% | -5 | -25% | -7 | -1% | 2%
CCCc1nc2ccccc2c(C(=O)OCC(=O)Nc2cccc(S(=O)(=O)N3CCOCC3)c2)c1CC | 1 | ? | . | -11 | -9% | -0.4% | 18 | 1% | 5 | -1% | -5%
Cc1cccc(-c2nnc(SCC(=O)N3CCCC3)o2)c1 | -1 | ? | 2% | -7 | -3% | 0.2% | -23 | 15% | -6 | . | 1%
Cc1cccc(CC(=O)NCC(=O)NCc2cc(=O)n(C)c(=O)n2C)c1 | 1 | -6% | 9% | -7 | -4% | -1.0% | -2 | -11% | 5 | 2%[0.46 µM] | -1%
CC[C@H](C)C(N)c1cn(C(CCCN=C(N)N)C(=O)N2CCNCC2)nn1 (stereo partly specified) | . | -1% | . | 4 | 10% | -0.1% | -15 | 5% | -3 | . | 4%
CC(OC(=O)CCN=C1NS(=O)(=O)c2ccccc21)C(=O)NCc1ccccc1 (stereo unspecified) | . | -2% | . | 8 | 1% | -0.2% | -10 | -9% | -12 | . | -1%
COc1cccc2sc(N(CCCN(C)C)C(=O)c3ccc(S(=O)(=O)N4CCCc5ccccc54)cc3)nc12 | -1 | ? | 3% | -4 | ? | -1.2% | 7 | -12% | 18 | 1% | 1%
O=C(NCC1CCCN(Cc2nccs2)C1)c1cccc2ccccc12 (stereo unspecified) | . | -2% | -3% | . | -1% | 0.1% | 23 | 0% | 14 | 0% | -1%
O=C(COC(=O)c1cccc(C(=O)OCC(=O)NC2CCCCC2)n1)NC1CCCCC1 | 2 | -1% | 7% | 7 | 0% | 0.3% | 8 | -8% | -7 | 13% | 3%
Cc1cccn2c(=O)c(/C=C(\C#N)C(=O)NCc3ccco3)c(N3CCCCC3)nc12 | -1 | 8% | 0% | -18 | -8% | 0.1% | -2 | 1% | -2 | -6% | 0%
COc1ccc(OC)c(S(=O)(=O)NCCCc2ccccc2)c1 | 1 | 1% | 4% | 4 | 6% | -0.1% | -7 | 9% | -6 | -1% | -1%
COCCOc1cc(COC)nc(-c2cccc(C)c2)n1 | 0 | 7% | -2% | 9 | 5% | -0.4% | 2 | 3% | 11 | 4% | 1%
O=c1c2c(nc3cc(-c4ccc(Cl)cc4)[nH]n13)CCS2 | -2 | ? | 1% | 4 | -1% | -0.3% | -16 | 1% | 20 | 4% | 4%
CCc1sc(C(=O)Nc2ccccc2N2CCOCC2)cc1C | -4 | 0% | 1% | 5 | -9% | 0.5% | -15 | -2% | 3 | -21% | 4%
COc1ccc(NC(=O)c2ccc(NC(=O)CN3CCN(c4ccccc4)CC3)cc2)cc1 | . | 3% | . | 12 | 1% | -0.1% | 29 | 6% | -1 | . | -1%
OCCN1CCN(c2nc(NCc3ccco3)c3ccccc3n2)CC1 | 0 | -15% | 0% | -19 | 3% | -0.2% | 18 | -7% | 18 | 1% | 3%
Clc1ccc(-c2nnc3sc(-c4ccccn4)nn23)cc1 | -3 | 5% | -1% | . | . | 0.6% | . | -14% | . | -3% | 1%
Cc1ccc(C(=O)N/C(=C\c2cccs2)C(=O)NC2CCCCC2)cc1 | 2 | -20% | 0% | -3 | -1% | 0.2% | -5 | 4% | 3 | -13% | -4%
CCCN1CCN(CCCNC(=O)C(CC)n2nc(C)c3sc4ccccc4c3c2=O)CC1 (stereo unspecified) | . | 0% | -3% | -6 | -6% | 0.3% | 15 | 0% | -5 | . | 1%
CC(=O)N1CCN2C(=O)C1CCCC(=O)c1cc(C)ccc12 (stereo unspecified) | 1 | 10% | -1% | 7 | 4% | -0.6% | -11 | -5% | 7 | -9% | 1%
CC(=O)c1cccc(NC=C2C(=O)OC3(CCCCC3)OC2=O)c1 | 1 | ? | 0% | -16 | -4% | -0.9% | -16 | -2% | -5 | 0% | 5%
N#Cc1ccc(-c2csc(-c3ccno3)n2)cc1 | 1 | ? | -2% | 7 | 9% | 0.0% | -24 | -1% | -3 | 0% | 3%
COC(=O)C1=C(N)Oc2cc(C)n(Cc3cccnc3)c(=O)c2C1c1ccc(OC)c(OC)c1 (stereo unspecified) | 2 | -4% | 1% | 16 | -13% | -1.0% | 18 | -1% | -4 | -2% | 3%

Three of the entries above in order of the PKM2 act value, low to high:
Molecule,PKM2 act
Cc1ccc(C(=O)N/C(=C\c2cccs2)C(=O)NC2CCCCC2)cc1,-13%
N#Cc1ccc(-c2csc(-c3ccno3)n2)cc1,0%
O=c1c2c(nc3cc(-c4ccc(Cl)cc4)[nH]n13)CCS2,4%

Further records:
SMILES | FBPA coupling cs | BCR signal inh | GALK inhibitor | KCNH2 3.1 inh | uPA generation | B2AR arrestin | Giardia kill | Eya2 inh | KCNH2 WT inh | PKM2 act | USP2a inh
CC(=O)c1ccc2c(c1)OCCOCCOCCOCCOCCO2 | 0 | -11% | 0% | -2 | 0% | 0.1% | 6 | 2% | 5 | -14% | -1%
Cc1sc2ncn3cnnc3c2c1C | 0 | -5% | -1% | -16 | -1% | 0.4% | -11 | 0% | 5 | 10% | 0%
CS(=O)(=O)N(CCc1ccccc1)CC(=O)NCc1ccccc1 | 2 | 1% | 0% | -5 | 3% | -0.3% | 11 | 0% | 7 | -9% | 5%
O=C(CCc1ccccc1)N/N=C/c1cc(Br)ccc1O | 2 | ? | 0% | -14 | -7% | -2.0% | -3 | -4% | 0 | -4% | 4%
C/C(=N\NC(=O)CC1N=C(Cc2ccccc2)NNC1=O)c1ccc(Br)cc1 (stereo unspecified) | 0 | -23% | 1% | -33 | ? | 0.2% | 7 | -12% | 13 | -5% | -1%
CS(=O)(=O)c1ccc(Cl)c(NC(=O)COC(=O)CNC(=O)c2cccs2)c1 | . | ? | . | 3 | -3% | 0.1% | 11 | -21% | -4 | . | 1%
CN(C(=O)COC(=O)c1c2c(nc3ccccc13)/C(=C/c1cccc([N+](=O)[O-])c1)CCC2)C1CCS(=O)(=O)C1 (stereo unspecified) | 0 | -9% | -2% | -3 | -18% | -1.9% | -9 | -1% | 11 | 0% | 0%
COc1ccc(C(=O)Nc2cc(C)on2)cc1S(=O)(=O)N1CC(c2ccccc2)CC1=O (stereo unspecified) | 1 | ? | 2% | -16 | 2% | 0.0% | 9 | -5% | 4 | 4% | 4%
Cc1ccc(N2C(=O)NC(NC(=O)C3CC3)(C(F)(F)F)C2=O)cc1 (stereo unspecified) | 0 | ? | -1% | 7 | 10% | -0.5% | -19 | -3% | 21 | -1% | 0%
Cc1csc(NC(=O)C2CCN(S(=O)(=O)c3cccs3)CC2)n1 | 0 | 10% | 0% | -24 | 2% | 0.2% | -2 | 3% | 1 | -20% | 0%
CC(OC(=O)CC1CCCC1)C(=O)Nc1ccc(Cl)cn1 (stereo unspecified) | . | 2% | . | -19 | 4% | -0.1% | -12 | 2% | 0 | . | -7%
O=S(=O)(NCC1CCCO1)c1cnc(Cl)c(Br)c1 (stereo unspecified) | 3 | 3% | 2% | 6 | -1% | 2.6% | -9 | 6% | 5 | 5% | 4%
O=C(NCc1ccccc1Cl)C1CCC(CNc2c(N3CCCCC3)c(=O)c2=O)CC1 (stereo unspecified) | 0 | 4% | . | 11 | 0% | -2.5% | 17 | 4% | -21 | 0% | 2%
CCN(CC)C(=O)C(=O)Nc1ccc(OC)c(Cl)c1 | 0 | 2% | 0% | 4 | -5% | -0.1% | 18 | ? | -28 | -8% | -4%
N#Cc1ccc(OCC(=O)N2CCc3ccccc32)cc1 | . | -5% | . | 3 | -22% | 0.1% | -12 | -19% | 0 | . | 4%
